# Bioassay records (PubChem BioAssay)
# miR-122 sensor: blocks miR-122 activity in Huh7 sensor cells | 340,000 tested, 0.3% active | AID 602342 | Huh7 miR-122 Renilla luciferase sensor, 48 h; neutral wells = 0, positive control = 100 | activation (reporter increase), % at 12.5 µM;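 active = mean replicate activation score at least 90 and every replicate individually at or above 90; inconclusive = only one of the two criteria met; inactive = neither criterion met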;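 note: higher luciferase means less miR-122 activity so hits act as miR-122 inhibitors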
# PGC1a acetyl inh: lowers PGC1a acetylation signal in U2OS cells; 350,000 tested, 0.17% active; AlphaScreen anti-acetyl-lysine; with virally co-expressed GCN5 acetyltransferase; inhibition, % at 15.6 µM; AID 651687;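 active = every replicate shows inhibition of at least 40%; inconclusive = mean inhibition at least 40% but some replicate below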;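 note: 0% = neutral control wells and 100% = positive control wells; some results beyond the cut were filed as inactive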
# Cneo AK release: causes C. neoformans cell lysis | adenylate kinase release luminescence, 4 h; normalised: neutral wells 0, clomiphene wells 100 | lysis activity, % at 15 µM | 360,000 tested, 0.2% active | AID 651654;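 active = mean lysis activity across replicates of at least 80%, whatever share of replicates individually reach that level; inactive = mean lysis activity below 80%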
#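 Test system: log-phase Cryptococcus neoformans yeast cells; Quantity: yeast cell density of 5 × 10^6 cells/mL; Buffer or medium: YPD; Doses: single compound concentration per well; Timing: 4 h at 37 °C static, read 1 h later; Measured by: AK luminescence; Read-out basis: lysis from increased AK signal; Control set: Clomiphene as positive control.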
# PglD inh: PglD (C. jejuni) enzyme inhibition; purified PglD enzyme, DTNB colorimetric CoA detection; inhibition, % at 12.5 µM; 360,000 tested, 0.098% active; AID 602405; in the data active = inhibition above about 16%, passing the limit was not always enough; inconclusive = no clear call, values can overlap the other calls; note: strong numbers were not always called active
# C2C12 statin: protects C2C12 myotubes from simvastatin toxicity; ATP luminescence, 48 h; scaled: DMSO 0, geranylgeraniol control 100; 330,000 tested, 0.78% active; rescue of ATP level, % at 7.49 µM;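 active = mean ATP rescue above about 67%, or every replicate alone reaching that limit, limit read from the data, passing the limit was not always enough; inconclusive = no clear call, values can overlap the other calls; inactive = mean under the limit and some replicate under it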;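 note: myotubes were challenged with 10 µM simvastatin during compound exposure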
# FN deposit inh: fibronectin deposition inhibition; 350,000 tested, 0.086% active; AH1F fibroblasts, Alexa488-fibronectin deposition fluorescence, overnight; inhibition, % at 12.6 µM; AID 743247;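 active = mean inhibition across replicates of 30% or more, regardless of how many single replicates reach that level; inconclusive = mean under 30% yet at least half of replicates reach 30%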;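 note: positive control wells lacked labelled fibronectin entirely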
#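 Material – AH1F fibroblast monolayer, labelled fibronectin deposition · Reagent – labelled fibronectin 24 nM · Timing – 1 h adhesion, overnight exposure · Measured by – fluorescence at 485 nm excitation, 525 nm emission · Read-out – inhibition of fibronectin deposition signal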
# CFTR F508del cor: CFTR F508del correction in bronchial cells; 350,000 tested, 0.36% active; CFBE cells, YFP halide quenching; stimulated with forskolin plus potentiator P3; % fluorescence drop versus neutral controls; activity (quench increase), % at 7.58 µM;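 active = mean added fluorescence quench of at least 8% versus neutral control, with both replicates also reaching 8%; inconclusive = only one of the mean or replicate conditions met; inactive = mean below 8% and not both replicates reaching 8%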;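 note: cells transiently co-express mutant CFTR-F508del with the halide-sensitive YFP; corrector assay measuring rescue of mutant channel to the surface after 24 h compound exposure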
# INS-1E GSIS act: primary screen for activators of insulin secretion dependent on glucose, INS-1E cells, GLuc reporter luminescence. INS-1E GLuc reporter insulin secretion, 2-3 h. activation, % at 16.6 µM. 370,000 tested, 0.61% active. AID 743287;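 active = lowest replicate activation of at least 40%, so every replicate reaches that level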;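 note: 0% = median of neutral control wells and 100% = median of IBMX positive control wells; some compounds called inactive have numbers as strong as hits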
# An asterisk follows results filed as active; ? = inconclusive; . = not tested or not shown; & = joins results of further samples; [ ] = remark or other dose. An excerpt; rates above refer to the full screens.
SMILES	miR-122 sensor	PGC1a acetyl inh	Cneo AK release	PglD inh	C2C12 statin	FN deposit inh	CFTR F508del cor	INS-1E GSIS act
CCc1c(C)nc(N)nc1N1N=C1SC	-13.3	9.9	0.5	-1.5	5.3	-2.8	.	.
C=CCn1c(=O)c(C=Nc2cccc([N+](=O)[O-])c2)c(O)n(CCCC)c1=O	-8.3	3.7	0.1	8.3	-33.8	-20.5	.	.
CCCCOC(=O)c1ccccc1N	-0.1	3.4	1.4	2.9	3.7	.	-2.9	-0.7
COc1ccc(N2C(=O)/C(=C/c3cccs3)C(=O)NC2=S)cc1	4.0	.	-0.3	5.2	5.5	-7.1	0.8	-9.2
COP(=S)(OC)Oc1ccc(Sc2ccc(OP(=S)(OC)OC)cc2)cc1	2.1	-12.4	-0.9	-0.4	6.5	-0.9	-2.9	3.2
C/C=C/c1ccc(C2[C@@H]3CN(C(=O)C4CCC4)C[C@H]2N3)cc1 (some centres undefined)	.	2.3&-1.1	.	.	.	-5.3&3.1	2.6&1.1	5.0&7.8
COc1cccc(CN2CC=C(c3ccc(F)cc3)CC2)c1	-0.6	-1.6	-6.5	4.7	-4.0	1.4	1.3	-6.1
CN1CCc2cc3c(cc2C1)OCO3	1.6	1.9	0.0	0.3	1.0	.	-4.4	6.3
CCCNC(=O)N1[C@H]2CC[C@@H]1C(C(=O)OC)=C(c1cccc(OC)c1OC)C2	.	.	-1.3	4.5	3.9	-4.4	-2.5	11.9
CO[C@H]1CC=C2CCN3CCC4=C(CC(=O)OC4)[C@]23C1	-7.7	-4.3	1.6	-6.1	-0.5	3.8	-2.7	.
COC(=O)CC1(CC(=O)OC)C(=O)NC(=O)NC1=O	-6.7	-3.6	-0.7	-2.4	-1.4	4.1	.	.
O=C(c1ccc(Cl)cc1)C1CCCN(Cc2ccc3ncccc3c2)C1 (centres undefined)	-4.8	6.5	-6.0	1.0	4.4	-4.3	-2.6	5.1
C[C@]12CCC(OC(=O)CCC(=O)O)CC1=CCC1C2CC[C@]2(C)C(=O)CCC12 (some centres undefined)	-6.2	-3.8	-0.1	-3.4	34.1	1.2	-0.9	1.4
Clc1ccc(C2NCCc3[nH]cnc32)cc1 (centres undefined)	.	.	-0.6	-4.8	.	0.9	5.9	-2.0
CC(=O)Nc1ccc2c(c1)CC1(C(=O)N(C)C(=O)N(C)C1=O)C1CCCN21 (centres undefined)	-1.6	11.8	-5.0	-3.0	1.2	-1.0	.	.
Cn1c(O)c(C=NCCCCCCCCCCC(=O)O)c(=O)n(C)c1=O	-0.1	-9.9	3.1	-8.5	7.3	4.6	-1.6	.
COc1ccc2[nH]c3c(c2c1)CCN=C3C	0.9	-3.4	0.1	5.5	1.6	.	-15.0	.
CCC(CO)(C(=O)OC1CC2CCC(C1)N2C)c1ccccc1 (centres undefined)	5.9	-6.7	-5.0	-1.7	-1.6	-2.2	0.8	2.8
COc1ccc2c(c1)[nH]c1c(C)nccc12	-5.4	.	0.0	1.2	12.4	6.5	-3.0	.
CC1=C(C(=O)Nc2ccccc2)SCCO1	1.7	-9.6	-9.5	0.0	4.5	3.9	-3.6	.
CC(c1ccccc1)(c1ccccc1)c1ccncc1	2.1	-8.1	.	.	.	-6.1	0.2	-8.0
C=CCn1c(O)c(C=NCCN2CCNCC2)c(=O)[nH]c1=O	0.1	0.7	-0.2	-4.5	4.8	-0.2	.	.
C/C=C/c1ccc([C@H]2[C@@H](CO)N3CCCCN(C(=O)Cc4cccnc4)C[C@H]23)cc1	1.0[16.7 µM]	-0.4	2.1	1.3	15.6	-2.1	-0.5	9.2
O=C1NCN(c2ccccc2)C12CCN(C(c1cc3ccccc3o1)c1nnnn1C1CCCCC1)CC2 (centres undefined)	3.2	-83.6	-0.4	-1.6	18.8	.	-0.3	8.2
C[C@]12C[C@@H](O)[C@H](O)CC1=CCC1C2CC[C@@]2(C)C1CC[C@@H]2O (some centres undefined)	.	8.7	-15.2	2.4	-7.3	-1.7	-1.3	.

# Taken from above:
# Entry for CCCCOC(=O)c1ccccc1N in C2C12 statin: 3.7
# Entry for COc1ccc(N2C(=O)/C(=C/c3cccs3)C(=O)NC2=S)cc1 in PglD inh: 5.2

# Next part:
SMILES	miR-122 sensor	PGC1a acetyl inh	Cneo AK release	PglD inh	C2C12 statin	FN deposit inh	CFTR F508del cor	INS-1E GSIS act
O=C(Cc1ccccc1)N1CCCCN2[C@H](CO)[C@H](c3ccc(C#CC4(O)CCCC4)cc3)[C@@H]2C1	0.9[16.7 µM]	-2.5	0.7	2.0	.	.	-0.2	-11.8
CC12CCC3C(CC=C4CC5(CCC43C)OCCO5)C1CCC2=O (centres undefined)	-0.3	.	-1.6	1.2	-6.5	-12.9	2.1	.
O=C(c1cn(Cc2ccccc2)c2ccccc12)C1CC1	.	-2.6	-1.3	0.6	.	3.0	1.8	39.7
Cc1cc(C(=O)OCC(=O)Nc2c(F)cccc2F)c(C)n1C1CC1	1.4	2.7	1.1	-2.3	-1.1	-0.6	1.4	25.5
CC(C)CCOP(N)(=O)Oc1ccccc1Cl (centres undefined)	-7.9	.	-0.5	7.0	10.2	-5.9	-4.1	-3.2
CC(C)CN1CCN(Cc2c(F)cccc2Cl)CC1CCO (centres undefined)	4.2	-6.6	2.1	2.7	2.6	-7.7	-0.4	-2.7
CCCCOCCCN1C(C)=CC(=C2C(=O)NC(=S)NC2=O)C=C1C	-8.0	-4.1	-0.8	-9.2	0.8	0.1	0.6	-6.8
CCCCn1c(NS(=O)(=O)c2ccc(C)cc2)c(C(=O)OCC)c2nc3ccccc3nc21	-0.5	5.4	1.8	7.2	.	12.3	3.1	-8.5
Cc1cc(NC(=O)COC(=O)c2c(C)nn(Cc3ccccc3)c2Cl)no1	7.9	-13.5	-3.7	4.8	-7.5	2.9	.	.
COc1cccc(C2=NOC(C(=O)N3CCC4(CC3)OCCO4)C2)c1 (centres undefined)	-3.3	0.8	4.0	3.7	-23.8	.	.	.
CCOP(=O)(CCP(=O)(OCC)OCC)OCC.C[CH2][Sn]([Cl])([Cl])[CH2]C	22.2	-4.7	.	.	.	1.5	6.9	20.7
CCOc1ccc(/C=C2/C(=O)NC(=O)N(CCc3ccc(F)cc3)C2=O)cc1	-11.8	5.7	-0.2	-3.3	2.4	1.3	.	-5.1
Cn1c(O)c(C(=NCCN2CCCCC2)c2ccccc2Cl)c(=O)n(C)c1=O	6.0	.	4.4	0.7	.	0.0	.	.
O=C(O)c1cccc2c1NC(C(=O)O)C1CC(Sc3ccccc3[N+](=O)[O-])C(Cl)C21 (centres undefined)	-2.5	12.4	-1.5	4.1	14.4	-2.9	.	-24.1
CC12CC[C@H]3[C@@H](CCC4(O)C[C@H](O)CCC34/C=N/NC(=O)c3ccccc3[N+](=O)[O-])C1(O)CCC2C1=CC(=O)OC1 (some centres undefined)	2.0	7.1	0.5	-4.8	-2.2	-4.8	2.2	10.8
N#Cc1ccc(OCC(=O)N2CCN(Cc3ccc4c(c3)OCO4)CC2)cc1	-7.5	-7.7	2.3	-3.7	2.6	-1.2	.	20.8
CC(=O)N1CN2CN(C(C)=O)CC(C(=O)c3ccc([N+](=O)[O-])cc3)(C2)C1	-1.5	-6.3	-1.4	1.3	6.8	8.6	-1.1	1.4
O=C(c1cc(-c2ccncc2)nc2ccccc12)N1CCC2(CC1)OCCO2	1.5	-2.5	-0.2	5.2	18.9	8.5	.	19.1
COc1cc2[nH]c(=O)n(-c3cccc(Cl)c3)c(=O)c2cc1OC	-4.8	3.1	-2.7	0.3	.	5.6	.	.
CCOc1ccc(CC2(CCc3ccncc3)C(=O)NC(=O)NC2=O)cc1	.	-2.6	.	.	.	8.9	-0.7	23.1
Cc1ccc2c(c1)NP(=S)(Oc1ccccc1)N2 (centres undefined)	6.7	-0.1	-1.0	-2.1	3.2	-2.8	-2.7	.
O=C(NCc1cccnc1)Nc1ccccc1Cl	0.6	.	0.0	8.1	1.1	.	2.3	9.9
O=C(/C=C/c1c[nH]c2ccccc12)c1c(O)n(CCc2ccccc2)c(=O)[nH]c1=O	-6.3	9.2	2.6	0.3	.	-4.1	.	.
O=C1NC(=O)[C@]2(Cc3ccccc3N3CCN(c4ccccc4)CC32)C(=O)N1Cc1ccccc1 (some centres undefined)	2.8	0.5	7.6	-5.0	-7.3	-10.4	.	27.4
Cn1c(O)c(C=Nc2ccccc2Sc2ccccc2)c(=O)n(C)c1=O	-7.8	-4.8	-0.8	-1.4	1.4	6.1	.	30.6

# Entries shown so far with two or more sulfur atoms, in the order listed:
SMILES	miR-122 sensor	PGC1a acetyl inh	Cneo AK release	PglD inh	C2C12 statin	FN deposit inh	CFTR F508del cor	INS-1E GSIS act
COc1ccc(N2C(=O)/C(=C/c3cccs3)C(=O)NC2=S)cc1	4.0	.	-0.3	5.2	5.5	-7.1	0.8	-9.2
COP(=S)(OC)Oc1ccc(Sc2ccc(OP(=S)(OC)OC)cc2)cc1	2.1	-12.4	-0.9	-0.4	6.5	-0.9	-2.9	3.2

# (continued)
SMILES	miR-122 sensor	PGC1a acetyl inh	Cneo AK release	PglD inh	C2C12 statin	FN deposit inh	CFTR F508del cor	INS-1E GSIS act
O=C(Nc1ccccc1)c1c(O)c2c(n(Cc3ccco3)c1=O)CCCC2	27.6	13.5	0.1	7.5	-14.4	0.0	0.0	-3.3
C[C@]12CCC(=O)C=C1CC[C@@H]1C2CC[C@]2(C)C(=O)CCC12 (some centres undefined)	4.5	-3.3	-2.0	1.7	3.4	8.7	0.6	-5.0
CCN(CC)c1ccc(/C=C/[N+](=O)[O-])cc1	-5.0	.	2.9	10.0	0.0	5.3	?	-70.6
COC(=O)[C@]1(C)C[C@H]1[C@H](NP(=O)(c1ccccc1)c1ccccc1)c1ccccc1	5.2	13.5	5.2	-0.9	-2.2	-24.2	-2.7	-25.7
Cc1cnn(C2CCN(C)CC2)c1N	-0.5	1.8	4.2	-1.2	0.9	0.7	.	.
C=CCN1CC[C@]23c4c5ccc(O)c4O[C@H]2C(=O)CC[C@@]3(O)[C@H]1C5	4.7&0.6	6.1&1.7	2.1&-3.6	0.2&0.9	2.5&5.0	-5.9&2.6	-3.5&4.5	3.0
CCNC(=S)NCCC1=c2ccccc2=N/C1=C\c1c(O)n(C)c(=O)n(C)c1=O	-2.1	1.9	1.0	-1.6	16.4	-12.9	-3.8	.
Cc1nc2ccccc2c(=O)n1-c1cccc(O)c1	-15.3	-7.0	-1.6	-2.3	-27.2	-0.4	.	.
CCCC1C(C#N)=C(N)Oc2c1c(=O)oc1ccccc21 (centres undefined)	3.0	1.7	2.7	0.4	-1.6	.	.	.
c1ccc(CCN2CCC(N3CCN(c4ccccc4)CC3)CC2)cc1	-0.8	-9.8	0.8	3.9	.	-1.2	.	4.2
